Source: PubChem
mIDH1 inhibitor: blocks human mutant IDH1 R132H enzyme; Potency, µM (titrated, usually from 76.6 µM), without a hit: at the top dose activity change, negative = inhibition, usual class: inhibitors; O75874; IDH1-R132H enzyme, NADPH consumption, diaphorase/resazurin fluorescence; AID 602179; 390,000 tested, 0.093% active; further: potency means the concentration at half of the fitted maximal effect; on the % scale 0 is the no-effect control and ±100 the full control effect; nearly all actives have a fitted effect of over 65% in size
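IDH1-R132H (0.5 ug/mL dispensed) in pH 7.5 Tris buffer was preincubated 30 min with compound, then given a substrate mix of 0.016 mM NADPH and 2 mM alpha-KG for 80 min at room temperature; remaining NADPH was read by diaphorase/resazurin fluorescence.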
TRHR enhancer: allosterically enhances the human TRH receptor | P34981 | TRHR cells, fluo-8 calcium fluorescence, EC20 TRH enhancement | enhancement, % at 2 µM | 360,000 tested, 0.66% active | AID 493056; in the data active means enhancement above about 30%; further: 0% is about no effect
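TRHR-expressing cells loaded with fluo-8 calcium dye were read kinetically (ex 480/em 530) during compound addition, then stimulated with an EC20 of TRH (10 nM final). Enhancement of the Gq-mediated intracellular calcium response was scored.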
D2 agonist: D2 dopamine receptor (human) agonism | P14416 | HEK293 T-REx D2 cells, calcium flux agonist mode | activation, % at 2 µM | 340,000 tested, 0.53% active | AID 485358;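 active means activation over 3 SD above normal in the single-dose calcium agonist read, cut at about 30% in these data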; further: 0% is about no effect
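In this primary screen, compounds producing a positive calcium signal within 180 s of addition to tetracycline-induced, force-coupled HEK293 Trex D2 cells are flagged; cells are dye-loaded with a no-wash calcium kit beforehand.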
PI4K2A block: PI4K2A (human) kinase inhibition; purified PI4K2A, ADP-Glo luminescence, 1 h; stronger effect = lower value; activity change, negative = inhibition, % at 76.9 µM; AID 1346378; Q9BTU6; 420,000 tested, 0.13% active; in the data active means activity change below about -50%; inconclusive means mostly about -30% to -49%;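 further: -100% = wells without enzyme as full effect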
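ADP-Glo luminescence measured ADP generated by PI4K2A enzyme (4 ug/mL before mixing) with 1.2 mM PI substrate (pre-mix) and 300 microM ATP (pre-mix). Tris pH7.5 buffer with MgCl2, Triton X-100; 1 h reaction at ambient temperature.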
TRHR agonist: TRH receptor (human) agonism; activation, % at 2 µM; 360,000 tested, 0.18% active; TRHR cells, calcium flux fluo-8, FDSS agonist mode; in the data active means activation above about 30%; further: 0% is about no effect
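Fluo-8-loaded TRHR cells; 10 s baseline, compound added, kinetic Ca2+ fluorescence read 1/s, agonist mode.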
TrxR1 substrate: rat thioredoxin reductase 1 substrate activity; purified TrxR1 substrate turnover, NADPH consumption readout; O89049; 390,000 tested, 0.01% active; Potency, µM (highest dose often 114 µM), for the others: top-dose activity change, negative = substrate turnover; further: potency means the concentration at half of the fitted maximal effect; on the % scale 0 is the no-effect control and ±100 the full control effect; nearly all actives have a fitted effect of over 50% in size
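Rat TrxR1, dispensed at 90 nM, was prereduced with 400 uM NADPH (final) for 5 min at ~22 deg C, then incubated with compound 15 min before 400 uM selenite. A first-read NADPH fluorescence drop versus no-compound background flagged substrates.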
USP1-UAF1 inh: blocks the human USP1/UAF1 deubiquitinase complex | O94782 | recombinant USP1/UAF1, Ub-Rhodamine cleavage fluorescence | Potency, µM (series often up to 57.1 µM), for the others: at the top dose activity change, negative = inhibition, usual class: inhibitors | 390,000 tested, 0.23% active | AID 743255; further: potency means the concentration at half of the fitted maximal effect; on the % scale 0 is the no-effect control and ±100 the full control effect; nearly all actives have a fitted effect of over 60% in size; inactives centre near -12
Target sequence (O94782 whole entry, looked up): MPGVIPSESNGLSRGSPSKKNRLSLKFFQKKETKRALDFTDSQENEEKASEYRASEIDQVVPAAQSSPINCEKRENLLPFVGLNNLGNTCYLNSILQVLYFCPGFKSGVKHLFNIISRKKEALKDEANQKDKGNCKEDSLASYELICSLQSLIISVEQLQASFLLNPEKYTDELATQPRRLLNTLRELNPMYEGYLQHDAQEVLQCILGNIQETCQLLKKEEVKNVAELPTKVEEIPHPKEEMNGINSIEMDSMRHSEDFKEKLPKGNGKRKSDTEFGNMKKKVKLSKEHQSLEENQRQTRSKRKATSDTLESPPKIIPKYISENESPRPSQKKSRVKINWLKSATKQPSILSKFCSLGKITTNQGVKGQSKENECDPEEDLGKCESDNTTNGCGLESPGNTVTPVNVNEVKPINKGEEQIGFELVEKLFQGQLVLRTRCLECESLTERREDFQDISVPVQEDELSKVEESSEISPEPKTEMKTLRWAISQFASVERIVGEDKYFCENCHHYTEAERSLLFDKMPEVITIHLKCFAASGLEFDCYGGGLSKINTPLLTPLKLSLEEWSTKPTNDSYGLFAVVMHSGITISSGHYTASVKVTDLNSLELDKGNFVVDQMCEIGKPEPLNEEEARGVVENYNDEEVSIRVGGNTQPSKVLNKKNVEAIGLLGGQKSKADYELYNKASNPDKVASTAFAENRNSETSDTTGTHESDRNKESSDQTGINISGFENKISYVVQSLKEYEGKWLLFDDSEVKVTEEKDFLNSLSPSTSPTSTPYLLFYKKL
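Step one: compound is pinned into 1nM USP1/UAF1 in HEPES pH 7.8 buffer with TCEP. Step two: 15 min room-temperature incubation. Step three: Ub-Rho (150nM final) starts cleavage, tracked by fluorescence over six one-minute reads.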
rTrxR1 inhibitor: rat TrxR1 inhibition. recombinant rTrxR1, NADPH fluorescence consumption, selenite substrate. AID 588453. O89049. 390,000 tested, 1% active. Potency, µM (doses to about 114 µM), for the others: at the top dose activity change, negative = inhibition, usual class: inhibitors; further: potency means the concentration at half of the fitted maximal effect; on the % scale 0 is the no-effect control and ±100 the full control effect; nearly all actives have a fitted effect of over 65% in size
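Rat TrxR1 (90 nM in the dispensed reagent) was pre-reduced with 400 uM NADPH for 5 min at room temperature, then incubated with compound for 15 min. After 400 uM selenite was added, NADPH fluorescence (Ex 340/Em 450 nm) was followed for 8 min.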
D2 antagonist: antagonists of human D2 dopamine receptor. HEK293 TREx D2 cells, calcium flux, dopamine EC80. AID 485344. 340,000 tested, 2% active. inhibition, % at 10 µM. P14416; in the data active means inhibition above about 30%; further: 0% is about no effect
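Antagonism is scored as inhibition of an EC80 dopamine-evoked calcium signal in a force-coupled, tetracycline-inducible HEK293 T-REx D2 line, with compound present 180 s before agonist.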
* = called active by the depositor; ? = inconclusive; . = no result given; [ ] = remark or other dose. Unless noted, the call rests on the fitted dose curve; in most records, active means well fitted inhibition curve with a large enough effect; inconclusive means small, poorly fitted or top-dose-only effect; inactive means no such curve, though single readings can be large or run the other way.

Screens in order: mIDH1 inhibitor | TRHR enhancer | D2 agonist | PI4K2A block | TRHR agonist | TrxR1 substrate | USP1-UAF1 inh | rTrxR1 inhibitor | D2 antagonist
- Cc1cc(C(=O)OCC(=O)Nc2cc(S(=O)(=O)N(C)C)ccc2C)c2ccccc2n1
    1% | 0 | 1.9 | -4 | -1.1 | -1%[57.1 µM] | -15% | 19%[57.1 µM] | 37*
- O=C1c2ccc(Oc3ccc([N+](=O)[O-])cc3)cc2C(=O)N1CCO
    3% | 2 | 0.1 | 3 | 0.5 | 7%[57.1 µM] | -18% | 2%[57.1 µM] | -3
- O=C(CN1CCN(c2ccc(F)cc2)CC1)Nc1ccccc1C(=O)NCCc1ccccc1
    3% | -4 | 0.1 | 6 | -0.4 | 2% | -22% | 27% | -34
- COc1cccc(CN(C)CC(=O)Nc2cccc3ccccc23)c1
    22% | 13 | -0.9 | 4 | -1.2 | -1%[57.1 µM] | -18% | 12% | -2
- COc1cc(C(=O)NCCN2CCN(C(=O)c3cc(OC)c(OC)c(OC)c3)CC2)cc(OC)c1OC
    6% | -3 | 0.6 | -5 | 0.2 | -1% | -21% | -6% | 0
- Cc1cc(C)cc(NC(=O)C2CCN(c3cc(C)nc4c(-c5ccc(Cl)cc5)c(C)nn34)CC2)c1
    -9% | 18 | 0.7 | 2 | 0.1 | 5% | -28% | 37%[activator] | .
- COc1cccc(N2CCN(C3CCCC(C)C3)CC2)c1 (stereo unspecified)
    8% | -3 | 12 | -2 | 0.7 | 12% | -8% | 17% | 20
- CC1CCCN(S(=O)(=O)c2ccc(NC(=O)C3CCN(C(=O)C(C)(C)C)CC3)cc2)C1 (stereo unspecified)
    -12% | 9 | 0.4 | -4 | 2.2 | 1% | -28% | 20% | 7
- COc1cccc(-c2cc(C(=O)N3CCN(c4ncccn4)CC3)c3ccccc3n2)c1
    -2% | 0 | 0.0 | 3 | -0.8 | -3% | -20% | -5% | -11
- COc1ccc(NC(=O)CN(C)C(=O)C2(c3ccccc3)CCCC2)cc1
    4% | . | . | 9 | . | 6% | 0% | 34% | .
- CC1=C(C(=O)Nc2ccccc2C)C(c2sccc2C)n2ncnc2N1 (stereo unspecified)
    -11% | -1 | 0.2 | -5 | 0.0 | -3%[57.1 µM] | -18% | 11%[57.1 µM] | .
- CCn1cc(C(=O)NCCc2ccc(OC)c(OC)c2)c(=O)c2cc(S(=O)(=O)N3CCCCCC3)ccc21
    13% | 21 | -0.4 | 1 | -0.9 | 4% | -19% | 21% | .
- Cc1cc(C(=O)NCCc2ccccc2)c2cc(F)ccc2n1
    2% | -4 | -0.9 | 3 | -0.5 | 7%[57.1 µM] | -18% | 22%[57.1 µM] | -4
- O=C(COC(=O)C1CCN(/C=C/C(=O)C(F)(F)F)CC1)Nc1ccccc1
    0% | 8 | 0.5 | 4 | 0.4 | -18% | -15% | ? | -5
- C/C(=N\NC(=O)CCc1ccccc1)C1C(=O)c2ccccc2C1=O
    5% | 4 | 0.3 | -2 | 0.5 | 2%[57.1 µM] | -17% | 25%[57.1 µM] | 20
- Cc1ccc(NC(=O)CC2CS(=O)(=O)CC2CC(=O)Nc2ccc(C)c(C)c2)cc1C (stereo unspecified)
    -2% | 6 | 0.0 | -1 | -0.2 | 6% | -12% | 24% | 0
- NS(=O)(=O)c1ccc(NC(=O)COC(=O)CCC2CCCC2)cc1
    6% | 3 | 0.2 | 0 | 0.0 | 1% | -28% | 17% | -2
- Cc1[nH][nH]c(=O)c1/C=N/N1CCOCC1
    6% | -3 | -0.4 | -4 | 0.2 | -6% | 5% | 4% | 1
- O=C(CN1C(=O)CCc2cc(S(=O)(=O)N3CCOCC3)ccc21)NCc1ccccc1
    -6% | -1 | 1.9 | 0 | 0.6 | -3%[57.1 µM] | -16% | 4%[57.1 µM] | .
- COc1ccccc1NC(=O)CSc1nnc(NC(=O)NC2CCCCC2)s1
    -11% | 6 | 0.4 | -1 | 0.0 | 5%[57.1 µM] | -19% | 14%[57.1 µM] | .
- COc1ccc(-c2cc(C(F)(F)F)nc(N3CCCCC3)n2)cc1OC
    2% | -3 | -0.5 | 2 | 0.4 | 25% | -14% | 6% | 12
- Fc1ccccc1-c1nnc2ccc3ccccc3n12
    16% | 36* | 0.4 | -2 | -0.5 | 9% | -15% | 6% | 0
- CCC(=O)NC1(C(F)(F)F)C(=O)Nc2c1c(=O)[nH]c(=O)n2CC(C)C (stereo unspecified)
    16% | 1 | -0.1 | -7 | 1.0 | 5% | -7% | 11% | 1
- O=C1c2ccccc2C(=O)N1OS(=O)(=O)c1ccc(F)cc1
    1% | -6 | -0.1 | 6 | 0.3 | 0% | -20% | 21% | -4
- Cc1ccc(NC(=O)Cn2c(=O)n(Cc3ccc(F)cc3)c(=O)c3cccnc32)cc1C
    1% | -2 | 0.1 | -1 | -0.1 | 1% | -13% | 14% | .
- O=S(=O)(c1ccccc1)n1nc(-c2ccc(Cl)cc2)nc1NCc1ccccc1
    . | -3 | 1.7 | 2 | 4.9 | 4% | ? | 12% | .
- Cc1nn(C)c(C(=O)N/N=C/c2ccc(-c3ccccc3)cc2)c1Cl
    -4% | 10 | 0.4 | 6 | -0.6 | -2% | -18% | 18% | 8
- Cc1ccc(NC(=O)C2CCCN2C(=O)OCc2ccccc2)cc1F (stereo unspecified)
    7% | -3 | 0.7 | 2 | -0.2 | 29% | -3% | -20% | 2
- Cc1cccc(C)c1Nc1nnc(SCC(=O)NC(=O)c2cccn2C)s1
    -9% | 9 | -0.9 | -8 | -0.3 | -4% | 6% | -13% | -2
- NS(=O)(=O)c1ccc(CCNC(=O)COC(=O)/C=C/c2ccc(OC(F)F)cc2)cc1
    7% | 0 | -0.6 | 3 | 0.5 | -5% | -10% | -1% | -1
- CCSc1nnc(-c2c[nH]c3ccccc23)o1
    0% | 1 | -0.6 | -1 | -2.6 | -3% | -19% | -4% | 5
- Cc1cc(NC(=O)c2cc(-c3ccc(OC(C)C)cc3)nc3ccccc23)no1
    -2% | -1 | 2.0 | 3 | 1.3 | 84% | -15% | 47% | -21
- N#Cc1ccc(NC(=O)COC(=O)C2Cc3ccccc3CN2C(=O)c2ccccc2)cc1 (stereo unspecified)
    11% | 4 | -0.4 | -1 | -0.2 | -11% | -16% | -7% | -4
- N/C(=N/O)c1nc(N2CCCC2)nc(N2CCCC2)n1
    5% | 7 | . | 4 | -0.4 | 7% | -11% | 13% | .
- CN(C)S(=O)(=O)c1cccc(COc2ccccc2C(=O)Nc2ccccc2)c1
    0% | -15 | 0.7 | 0 | 0.0 | -3% | -24% | 17% | 0
- COc1cccc(-c2c(-c3cc(OC)cc(OC)c3)n(C)c3ccc(-c4ccc5[nH]ccc5c4)cc23)c1
    -10% | 2 | 1.5 | -2 | 0.9 | 42%[activator][57.1 µM] | 23% | 73%[activator] | 12
- C=CCOc1ccc(CNc2ccc3[nH]c(=O)[nH]c3c2)cc1OC
    23% | 5 | 2.7 | -3 | 0.5 | -6%[57.1 µM] | -20% | 25%[57.1 µM] | -16
- Cc1c(C(=O)N(C)C(C)c2ccccn2)oc2c(F)cccc12 (stereo unspecified)
    4% | -3 | -0.4 | -2 | 0.0 | -6% | -17% | -15% | 8
- O=C(CCN1C(=O)/C(=C/c2ccc(F)cc2)SC1=S)Nc1cc([N+](=O)[O-])ccc1O
    -4% | 4 | 1.0 | 0 | 1.9 | -1% | -8% | 23% | -7

Part of the list above in a different format.
| molecule | mIDH1 inhibitor | TRHR enhancer | D2 agonist | PI4K2A block | TRHR agonist | TrxR1 substrate | USP1-UAF1 inh | rTrxR1 inhibitor | D2 antagonist |
| --- | --- | --- | --- | --- | --- | --- | --- | --- | --- |
| CCSc1nnc(-c2c[nH]c3ccccc23)o1 | 0% | 1 | -0.6 | -1 | -2.6 | -3% | -19% | -4% | 5 |
| Cc1cc(NC(=O)c2cc(-c3ccc(OC(C)C)cc3)nc3ccccc23)no1 | -2% | -1 | 2.0 | 3 | 1.3 | 84% | -15% | 47% | -21 |
| N#Cc1ccc(NC(=O)COC(=O)C2Cc3ccccc3CN2C(=O)c2ccccc2)cc1 (stereo unspecified) | 11% | 4 | -0.4 | -1 | -0.2 | -11% | -16% | -7% | -4 |
| N/C(=N/O)c1nc(N2CCCC2)nc(N2CCCC2)n1 | 5% | 7 | . | 4 | -0.4 | 7% | -11% | 13% | . |
| CN(C)S(=O)(=O)c1cccc(COc2ccccc2C(=O)Nc2ccccc2)c1 | 0% | -15 | 0.7 | 0 | 0.0 | -3% | -24% | 17% | 0 |
| COc1cccc(-c2c(-c3cc(OC)cc(OC)c3)n(C)c3ccc(-c4ccc5[nH]ccc5c4)cc23)c1 | -10% | 2 | 1.5 | -2 | 0.9 | 42%[activator][57.1 µM] | 23% | 73%[activator] | 12 |
| C=CCOc1ccc(CNc2ccc3[nH]c(=O)[nH]c3c2)cc1OC | 23% | 5 | 2.7 | -3 | 0.5 | -6%[57.1 µM] | -20% | 25%[57.1 µM] | -16 |
| Cc1c(C(=O)N(C)C(C)c2ccccn2)oc2c(F)cccc12 (stereo unspecified) | 4% | -3 | -0.4 | -2 | 0.0 | -6% | -17% | -15% | 8 |
| O=C(CCN1C(=O)/C(=C/c2ccc(F)cc2)SC1=S)Nc1cc([N+](=O)[O-])ccc1O | -4% | 4 | 1.0 | 0 | 1.9 | -1% | -8% | 23% | -7 |

Record cards, from the list above. Order of screens: mIDH1 inhibitor, TRHR enhancer, D2 agonist, PI4K2A block, TRHR agonist, TrxR1 substrate, USP1-UAF1 inh, rTrxR1 inhibitor, D2 antagonist
COc1cccc(-c2c(-c3cc(OC)cc(OC)c3)n(C)c3ccc(-c4ccc5[nH]ccc5c4)cc23)c1 is listed as -10%, 2, 1.5, -2, 0.9, 42%[activator][57.1 µM], 23%, 73%[activator], 12
CN(C)S(=O)(=O)c1cccc(COc2ccccc2C(=O)Nc2ccccc2)c1 is listed as 0%, -15, 0.7, 0, 0.0, -3%, -24%, 17%, 0
